Screens (PubChem BioAssay)
M. tuberculosis HTS = M. tuberculosis growth inhibition, HTS (AID 449762). M. tuberculosis H37Rv growth inhibition, 7H9 media; higher % means a stronger effect. one-dose inhibition, % at 25 µM; IC50 in µM for titrated hits. 0.59% of 330,000 active; in the data active = a potency from the dose series; inconclusive = inhibition above about 70% without an active follow-up result;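 note: bacterial growth assessed after seven days of incubation; strong numbers were not always called active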
inhibitors of VEEV = inhibitors of VEEV TC-83 cytopathic effect, confirmation, Vero cells (AID 588727). inhibition, % at 20 µM; hits with a dose series show IC50 in µM. 0.13% of 350,000 active. Vero cells, VEEV TC-83 cytopathic effect inhibition; higher % means a stronger effect; in the data active = a potency from the dose series; inconclusive = inhibition mostly from about 14% at the one dose, without a potency; inactive = the rest, 99 in 100 with inhibition below about 12%; note: strong numbers were not always called active
influenza NS1A = NS1A inhibition, H1N1 influenza, cell based functional assay (AID 504329); NS1A functional cell-based assay, percent inhibition; higher % means a stronger effect; inhibition, % at 12.5 µM, or IC50 in µM where a hit was titrated; 0.3% of 340,000 active; in the data active = a potency from the dose series; inconclusive = inhibition above about 27% without an active follow-up result; note: strong numbers were not always called active
M. tuberculosis = growth inhibition of non-replicating M. tuberculosis (AID 488890); Mycobacterium tuberculosis non-replicating, growth inhibition; higher % means a stronger effect; one-dose inhibition, % at 25 µM; IC50 in µM for titrated hits; 0.39% of 320,000 active; in the data active = a potency from the dose series; inconclusive = inhibition mostly from about 82% at the one dose, without a potency; inactive = the rest, 99 in 100 with inhibition below about 76%;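 note: plate controls were DMSO cells for no effect and high antibiotic wells for full effect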
Salmonella PhoP GFP = PhoP regulon inhibitors, Salmonella typhi PhoP promoter GFP reporter, confirmatory (AID 1850) | Salmonella Typhi PhoP-promoter GFP reporter, fluorescence, 4 h; higher % means a stronger effect | inhibition, % at 50 µM; hits with a dose series show IC50 in µM | 0.33% of 310,000 active; in the data active = a potency from the dose series; inconclusive = inhibition mostly from about 25% at the one dose, without a potency; inactive = the rest, 99 in 100 with inhibition below about 19%;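 note: 0% = induced wells with vehicle and 100% = uninduced wells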
inhibitors of VEEV 10K pilot screen = recorded beside inhibitors of VEEV, whose call it bears; inhibition, %; measured here: 10K pilot screen inhibition
The depositor's hits bear a star; i = inactive; ? = inconclusive; nt = not tested or not shown; & = joins results of further samples.

Sample of the layout:
SMILES | M. tuberculosis HTS | inhibitors of VEEV | influenza NS1A | M. tuberculosis | Salmonella PhoP GFP | others
Cc1cc(C)n(S(=O)(=O)c2ccccc2)n1 | 3% | i | -7% | -22% | 3%
Cc1ccc(NC(=O)COC(=O)Cc2ccsc2)c(C)c1 | 4% | 0.4% | -2% | 31% | 7%
CCCN1CC[C@@H]2c3cc(O)ccc3CC[C@@H]21 | -3% | 0.1% | -5% | -21% | -20%
O=C(CSc1ccc(Br)cc1)N1CCN(C(=O)c2ccco2)CC1 | 3% | 1.3% | 3% | 0% | -4%
CCN(CC)CCC(=O)O[C@H]1CC[C@]2(C)C3CC[C@@]4(C)C(CC[C@]4(C)O)C3CC[C@H]2C1 (some centres undefined) | 6% | 11% | 5% | 58% | nt
CCn1c(=N)n(CCO)c2ccccc21 | -10% | i | -7% | -3% | 4%
COc1ccccc1NC(=O)c1ccc(NC(=O)c2nc3nccc(C)n3n2)cc1 | 6% | 10% | -6% | 14% | nt
Cn1c(N)c(C(=O)COC(=O)CSc2ccc3ccccc3c2)c(=O)n(C)c1=O | 5% | i | -2% | ? | -2%
CCCCCCCCCCOC(=O)Cn1c(COc2ccc(Cl)cc2)[n+](C)c2ccccc21 | 12µM* | ? | -3% | 31% | 10µM*
O=c1oc2ccccc2c(NCCO)c1[N+](=O)[O-] | 0% | 0.4% | -7% | -8% | 2%
COc1ccc(CCNC(=O)COC(=O)/C=C/c2ccc3c(c2)OCO3)cc1OC | 1% | 3.2% | -4% | 10% | nt
COc1ccc(-n2c(SCC3OCCO3)nc3c(sc(=S)n3-c3ccccc3)c2=O)cc1OC | 26% | 6.1% | -2% | 31% | -3%

The list itself (from the top)
SMILES | M. tuberculosis HTS | inhibitors of VEEV | influenza NS1A | M. tuberculosis | Salmonella PhoP GFP | others
Cc1cc(C)n(S(=O)(=O)c2ccccc2)n1 | 3% | i | -7% | -22% | 3%
Cc1ccc(NC(=O)COC(=O)Cc2ccsc2)c(C)c1 | 4% | 0.4% | -2% | 31% | 7%
CCCN1CC[C@@H]2c3cc(O)ccc3CC[C@@H]21 | -3% | 0.1% | -5% | -21% | -20%
O=C(CSc1ccc(Br)cc1)N1CCN(C(=O)c2ccco2)CC1 | 3% | 1.3% | 3% | 0% | -4%
CCN(CC)CCC(=O)O[C@H]1CC[C@]2(C)C3CC[C@@]4(C)C(CC[C@]4(C)O)C3CC[C@H]2C1 (some centres undefined) | 6% | 11% | 5% | 58% | nt
CCn1c(=N)n(CCO)c2ccccc21 | -10% | i | -7% | -3% | 4%
COc1ccccc1NC(=O)c1ccc(NC(=O)c2nc3nccc(C)n3n2)cc1 | 6% | 10% | -6% | 14% | nt
Cn1c(N)c(C(=O)COC(=O)CSc2ccc3ccccc3c2)c(=O)n(C)c1=O | 5% | i | -2% | ? | -2%
CCCCCCCCCCOC(=O)Cn1c(COc2ccc(Cl)cc2)[n+](C)c2ccccc21 | 12µM* | ? | -3% | 31% | 10µM*
O=c1oc2ccccc2c(NCCO)c1[N+](=O)[O-] | 0% | 0.4% | -7% | -8% | 2%
COc1ccc(CCNC(=O)COC(=O)/C=C/c2ccc3c(c2)OCO3)cc1OC | 1% | 3.2% | -4% | 10% | nt
COc1ccc(-n2c(SCC3OCCO3)nc3c(sc(=S)n3-c3ccccc3)c2=O)cc1OC | 26% | 6.1% | -2% | 31% | -3%
CCOC(=O)Cc1nn(Cc2ccccc2)c(=O)c2ccccc12 | 5% | 0.5% | 8% | 20% | 4%
O=C(CCCNS(=O)(=O)c1cccc2nsnc12)NC1CCCCC1 | -3% | 0.9% | 0% | 3% | 0%
O=C(Nc1nnc(-c2ccccc2SCc2ccccc2F)s1)Nc1ccccc1F | 3% | i | -14% | 5% | 13%
CC(C)[C@H](NC(=O)c1ccccc1)C(=O)N1CCc2ccccc21 | 1% | 0.9% | 8% | -15% | -6%
Cc1nc(-c2cccs2)ccc1C(=O)O | -3% | 0.4% | 5% | 3% | -7%
CN(Cc1cccc(Cl)c1Cl)C(=O)c1cc(S(=O)(=O)N2CCOCC2)ccc1F | 1% | 0.4% | -3% | 17% | nt
Cc1cc2c(C)cc(=O)[nH]c2cc1NC(=O)CCl | -4% | ? | -4% | 55% | -8%
CCc1nc(SCC(=O)Nc2cccc3ccccc23)[nH]c(=O)c1C | 1% | i | 2% | ? | 5%
CC(O)CN(Cc1ccc(Cl)cc1)CC(C)O (centres undefined) | 1% | 0.7% | -3% | -8% | 4%
O=C1c2cccc3cccc(c23)C(=O)N1CC1CCN(CC(O)COCc2ccc3c(c2)OCO3)CC1 (centres undefined) | ? | 5.3% | 0% | ? | -2%
O=C(COC(=O)c1ccc(Cl)nc1)NNC(=O)c1ccc(Cl)cc1 | 6% | 1.3% | -3% | 0% | 3%
Cc1cc(C)c2ccc(NN)nc2c1O | 3.6µM* | 9.5% | 5% | ? | -4%
O=C(CN(C(=O)c1csnn1)c1ccc(F)c(Cl)c1)NCc1ccc(F)cc1 | -4% | 0.6% | -9% | 6% | -6%
CN(c1ccccc1)S(=O)(=O)c1ccc(C(=O)OCC(=O)N2CCOCC2)cc1 | -5% | 4.5% | 9% | 0% | 7%
O=C(NCc1ccc2c(c1)OCO2)c1ccc(CS(=O)(=O)c2ccc(Br)cc2)o1 | -4% | 3.3% | -6% | 7% | 14%
Cc1sc2ncnc(OCC(=O)NC(C)C(C)C)c2c1C (centres undefined) | 20% | 0.4% | 12% | -5% | -6%
O=C(N/N=C/c1ccccc1O)C1(O)c2ccccc2-c2ccccc21 | 1% | 11% | 8% | 37% | -6%
Cc1cc(C)c(S(=O)(=O)c2ccccc2Cl)c(Cl)n1 | 17% | nt | nt | 11% | -5%
CCc1ccccc1NC(=O)C1CCN(C(=O)N2CCOc3ccccc32)CC1 | -4% | 2.5% | 14% | 10% | -5%
CC1C(=O)N2CCCc3cc(S(=O)(=O)N4CCN(c5ccc(F)cc5)CC4)cc1c32 (centres undefined) | 0% | 0.7% | -10% | 8% | 5%
Cc1ccc(NC(=O)c2sc3ccccc3c2Cl)nc1 | 3% | 0.1% | -4% | 1% | -6%
O=S(=O)(NC1CCCCCCC1)c1ccc(F)cc1 | 3% | 0.3% | nt | 2% | 5%
CC(C)OCc1ccc(C(=O)N2CCN(S(=O)(=O)c3ccc(Br)s3)CC2)cc1 | -3% | 4.5% | -4% | 17% | nt
COc1ccc(C)cc1NC(=O)C1CCCN(S(=O)(=O)c2cccnc2)C1 (centres undefined) | -2% | i | -2% | 2% | -10%
CC(CNC(=O)CCn1c(=O)c2cccn2c2ccc(F)cc21)c1ccccc1 (centres undefined) | 0% | 8.1% | -7% | -5% | 8%
COCCNC(=O)CCCn1c(=O)c2cc(OC)c(OC)cc2n(CC(=O)Nc2ccccc2OC)c1=O | 5% | 1.4% | 2% | 2% | 7%
NC(=O)c1ccsc1NC(=O)COC(=O)CSc1ccc(Cl)cc1 | -3% | i | -19% | 20% | -17%
Cc1ccc(NS(=O)(=O)c2cc3c(cc2C)NC(=O)CO3)cc1 | -5% | 0.6% | 1% | 7% | 10% | inhibitors of VEEV 10K pilot screen=0.0
COc1ccc(CN(CC(=O)NCc2ccc(F)cc2)C(=O)c2ccco2)cc1 | -5% | 1.5% | 6% | -1% | 19%
CCOc1ccccc1Nc1ncccc1C(=O)O | 6% | i | 3% | 8% | 3% | inhibitors of VEEV 10K pilot screen=0.5
O=C(CSc1nc(-c2ccccc2Cl)ns1)Nc1ccc2c(c1)OCO2 | 48% | 0.8% | -3% | ? | 12%
CCOC(=O)n1n[n+]([O-])c2ccccc21 | -2% | 1.0% | -11% | -9% | 0%
O=C(COC(=O)Cn1cnc2ccccc2c1=O)NCc1ccccc1Cl | 1% | 0.3% | -11% | 9% | -12%
Cc1cccc(C)c1NC(=S)N(Cc1ccccc1)Cc1cccs1 | 5% | 1.7% | -4% | 19% | -2%
CCc1ccc(CN(C)C(=O)c2cc(COc3c(F)cccc3F)on2)cc1 | 10% | i | -3% | 77% | 2%
CCN(C[C@H]1N[C@@](CC)(C(=O)OC)[C@H]2C(=O)N(C)C(=O)[C@@H]12)S(=O)(=O)c1ccc(OC(F)(F)F)cc1 | 5% | 0.0% | 2% | 6% | nt
CC1CC(C)CN(C(=O)Cn2c(=O)c3cccn3c3cccnc32)C1 (centres undefined) | 6% | 2.8% | 3% | 6% | -15%
O=C(NC(=S)N(CCCCO)C1CCCCC1)c1sc2ccccc2c1Cl | 41% | 2.8% | -7% | 42% | -19%
O=C(O)/C=C/C(=O)OC1CC2CCC1C2 (centres undefined) | -3% | 0.2% | -5% | 0% | 10%
CC(C)N(C(=O)CN1CCN(S(=O)(=O)c2ccc(Br)s2)CC1)C(C)C | -2% | 1.2% | -6% | 10% | nt
CC1CN(C(=O)c2ccccc2)c2ccccc2NC1=O (centres undefined) | 3% | 0.9% | -2% | -8% | -1%
CC(C)OC(=O)c1nnc(-c2ccccc2)nc1OC(C)C | 5% | 7.9% | -4% | 35% | -1%
CCOC(=O)c1cnc2[nH]c3ccccc3n2c1=O | 4% | 1.9% | 5% | 18% | 5%
CC1(C)Cc2c(sc3[nH]c(=O)n(CC(=O)NCC4CCCO4)c(=O)c23)CO1 (centres undefined) | 0% | 1.5% | 2% | 1% | 3%
COc1cc(CN2C(=O)NC(=O)C3(Cc4cc(C)ccc4N(C)C3)C2=O)cc(OC)c1 (centres undefined) | 2% | 1.5% | 5% | 29% | 7%
Cc1ccc(/C=N/NC(=O)c2cccnc2)o1 | 9% | 0.5% | -1% | nt | -1%
CCCCN1C(=O)Cc2c1nc(N)c1c(N)nc(N(CCC)CCC)c(C#N)c21 | -1% | 4.7% | 6% | 33% | -15%
CC(=O)Oc1ccc(N2C(=O)[C@@H]3[C@H](C2=O)[C@H]2c4ccccc4C=NN2[C@@H]3C(C)=O)cc1 | 3% | 2.9% | -17% | -9% | 2%
(cont.)
SMILES | M. tuberculosis HTS | inhibitors of VEEV | influenza NS1A | M. tuberculosis | Salmonella PhoP GFP | others
C=CCn1c(O)c(N=NC(=O)CNC(=O)c2ccco2)c2ccccc21 | 6% | i | 5% | -19% | -9%
Cc1ccc(Sc2nnc(Cc3ccccc3)c3ccccc23)cc1 | -1% | 24% | -1% | 33% | -7%
Cc1ccc(C(=O)c2cc(C)sc2N)cc1 | 11% | 0.4% | 4% | 58% | -4%
COc1cc(C2OC(c3cc(OC)c(OC)c(OC)c3)C(C)C2C)cc(OC)c1OC (centres undefined) | -8% | 0.4% | -5% | 23% | 1%
Cc1ccc(NC(=O)C(=O)NCc2ccc(/C=N/NC(=O)c3c(C)nc4cc(C)ccn34)o2)cc1 | 0% | nt | nt | -20% | -13%
Cc1ccc(S(=O)(=O)NCC2NCCc3ccccc32)cc1 (centres undefined) | 0% | i | -12% | 7% | 2%
Cc1ccc(CNC(=O)Nc2cccs2)cc1 | 2% | 4.1% | 3% | 18% | 6%
CCC(C)(C)n1nnnc1C(c1ccc(O)c(OC)c1)N1CCN(c2nc3ccccc3s2)CC1 (centres undefined) | 2% | 0.7% | 0% | 64% | 0%&16%
Cc1ccc(-c2cc(C(=O)Nc3nccs3)c3ccccc3n2)o1 | 12% | 9.7% | -12% | 32% | 8%
O=C(CSc1nc2ccccc2c(=O)n1CCCO)NC1CC1 | -3% | 4.6% | -12% | -3% | nt
CCc1ccc(N2CC(C(=O)Nc3ccc(S(=O)(=O)Nc4nccs4)cc3)CC2=O)cc1 (centres undefined) | -4% | 0.9% | 9% | 64% | 2%
O=c1c2cc([N+](=O)[O-])ccc2nc2n1CCC2 | 0% | 1.7% | 0% | -8% | 7%
CCn1ccnc1CN(C)C(=O)CC1C(=O)NCCN1Cc1c(F)cccc1Cl (centres undefined) | 10% | 0.1% | -9% | 6% | -17%
CCN(CCn1cccn1)C(=O)CCc1nnc(CCc2ccccc2OC)o1 | 6% | 0.1% | -7% | -1% | -9%
COc1cccc(CCNCc2c(F)cccc2F)c1 | 1% | 0.7% | -3% | 16% | 2%
CN(Cc1ccccc1)C(=O)CCCn1c(=O)c2cccn2c2cccnc21 | -4% | 2.6% | -20% | 4% | 1%
Cc1c(-c2nc(N)nc(Nc3ccc(F)cc3)n2)oc2ccccc12 | 16% | 6.9% | -1% | 20% | 2%
CN=C1c2cc3cc(OC)ccc3n2CCN1C | -16% | 2.7% | 9% | -2% | -9%
Cc1ccc(NC(=O)C2CCCN(S(=O)(=O)c3cnc[nH]3)C2)cc1F (centres undefined) | -2% | 0.6% | -10% | -10% | -11%
